Source: PubChem (several laboratories)
Mtb UGM inh: inhibitors of M. tuberculosis UDP-galactopyranose mutase. purified UGM, fluorescence polarization probe displacement. AID 504406. inhibition, % at 10 µM. 320,000 tested, 0.06% active; in the data active means inhibition above about 10%, passing the limit was not always enough; inconclusive means no clear call, values can overlap the other calls
Target sequence (P9WIQ1 whole entry, looked up): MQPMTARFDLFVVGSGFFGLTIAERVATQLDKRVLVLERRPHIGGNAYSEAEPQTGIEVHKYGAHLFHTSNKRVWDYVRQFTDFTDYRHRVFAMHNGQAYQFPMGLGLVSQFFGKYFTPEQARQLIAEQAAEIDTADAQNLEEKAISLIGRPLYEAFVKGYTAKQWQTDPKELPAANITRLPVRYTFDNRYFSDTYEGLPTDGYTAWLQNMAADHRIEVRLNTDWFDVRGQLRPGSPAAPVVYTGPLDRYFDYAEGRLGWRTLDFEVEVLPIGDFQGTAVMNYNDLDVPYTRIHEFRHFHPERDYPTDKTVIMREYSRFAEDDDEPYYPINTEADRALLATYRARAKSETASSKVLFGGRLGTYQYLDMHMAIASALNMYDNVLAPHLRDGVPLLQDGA
BoNT-A LC inh2: blocks Botulinum neurotoxin A light chain protease; multiplex microsphere protease substrate cleavage, flow cytometry; inhibition, % at 10 µM; 360,000 tested, 0.17% active; in the data active means inhibition above about 30%; inconclusive means no clear call, values can overlap the other calls; further: plate controls were buffer without enzyme for full effect and enzyme alone for no effect
CCHFV vOTU inh: CCHFV vOTU protease inhibition; Pep-AMC fluorescence; 370,000 tested, 0.55% active; AID 651958; inhibition, % at 11.5 µM; further: 0% = vehicle wells with enzyme and 100% = no enzyme wells
Mtb BioA inh: BioA (M. tuberculosis) enzyme inhibition. purified M. tuberculosis BioA enzyme, plate reader. 360,000 tested, 0.096% active. inhibition, % at 9.99 µM. AID 602481; in the data active means inhibition above about 40%; inconclusive means no clear call, values can overlap the other calls
GDH-TPI inh: GDH-TPI coupled enzyme inhibition counter-screen; GDH-TPI coupled enzyme counterscreen, NADH absorbance; inhibition, % at 4.8 µM; 360,000 tested, 1.2% active;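 further: 0% = DMSO wells and 100% = wells lacking the enzyme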
Mtb FBA inh: inhibitors of M. tuberculosis fructose-bisphosphate aldolase | P9WQA3 | purified M. tuberculosis FBA, fluorescence read-out | inhibition, % at 1 µM | 360,000 tested, 2.3% active | AID 588726; in the data active means inhibition above about 27%;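 further: 0% = vehicle and 100% = reference inhibitor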
Target sequence (P9WQA3 whole entry, looked up): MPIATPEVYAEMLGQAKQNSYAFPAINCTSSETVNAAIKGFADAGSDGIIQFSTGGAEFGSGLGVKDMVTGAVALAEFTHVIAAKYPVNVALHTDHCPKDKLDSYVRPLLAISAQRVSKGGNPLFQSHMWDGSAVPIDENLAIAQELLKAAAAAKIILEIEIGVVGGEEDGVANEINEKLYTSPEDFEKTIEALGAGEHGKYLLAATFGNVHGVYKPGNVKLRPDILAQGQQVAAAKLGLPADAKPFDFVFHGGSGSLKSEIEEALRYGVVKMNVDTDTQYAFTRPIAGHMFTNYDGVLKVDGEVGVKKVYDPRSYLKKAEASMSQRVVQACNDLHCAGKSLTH
BoNT F protease: inhibitors of Botulinum neurotoxin F light chain protease. Multiplex microsphere protease cleavage assay, flow cytometry. inhibition, % at 10 µM. 360,000 tested, 0.22% active. AID 588497; in the data active means inhibition above about 35%, passing the limit was not always enough; inconclusive means no clear call, values can overlap the other calls; further: plate controls were buffer without enzyme for full effect and enzyme alone for no effect
PrPC TRFRET: reduces human prion protein on the cell surface. P04156. cell surface PrPC, TR-FRET read-out. inhibition, % at 13.8 µM. 370,000 tested, 0.43% active. AID 720596; in the data active means inhibition above about 24%; further: 0% = median of the test wells and 100% = reference compound wells
FadD28 FP inh: blocks FadD28 binding to the bisubstrate probe | fluorescence polarization | inhibition, % at 12.5 µM | 360,000 tested, 0.22% active; in the data active means inhibition above about 8.5%, passing the limit was not always enough; inconclusive means no clear call, values can overlap the other calls
The depositor's hits bear a star; ? = inconclusive; . = no result given; & = joins results of further samples. Unless noted, no stated cut-off is given here; in the data, active means inhibition above about 30%; inactive means the rest.

SMILES | Mtb UGM inh | BoNT-A LC inh2 | CCHFV vOTU inh | Mtb BioA inh | GDH-TPI inh | Mtb FBA inh | BoNT F protease | PrPC TRFRET | FadD28 FP inh
CCOC(=O)C1CCN(C(=O)c2cccc(NS(=O)(=O)c3ccc(F)c(F)c3)c2)CC1 | 2.7 | 1.0 | -6 | . | 5 | 5 | 0 | 4 | -1.0
C[C@H](CO)N1C[C@H](C)[C@H](CN(C)C(=O)Nc2ccc(C(F)(F)F)cc2)Oc2ncc(-c3cccnc3)cc2C1=O | . | -0.3 | 2 | 2.6&-0.2&5.2 | 0 | -2 | -4 | -7 | -5.3
Cc1cccc(C)c1NC(=O)CNC(=O)c1ccc2c(c1)NC(=O)CS2 | . | 0.3 | 2 | . | -17 | -1 | -2 | 3 | -3.2
Fc1ccccc1OCCSc1nc2ccccc2o1 | 2.2 | -0.1 | 10 | -2.5 | 14 | -1 | -21 | -3 | 0.1
COc1ccc(CC(=O)OCC(=O)N2c3ccccc3CC2C)cc1OC (stereo not drawn) | . | -0.3 | 0 | 0.1 | 4 | -2 | 0 | -1 | -0.8
CCCNC(=O)c1ccc(S(N)(=O)=O)cc1 | -0.9 | -1.6 | 8 | -1.8 | 0 | 0 | ? | 5 | -0.4
CC1Cc2nc(SCC(N)=O)n(C)c(=O)c2S1 (stereo not drawn) | 1.7 | 0.3 | 32* | 1.6 | -3 | 1 | 2 | -9 | -1.6
CN1C[C@@H]2[C@@H]3C(=O)N(C)C(=O)[C@@H]3[C@](C)(C1=O)N2C(=O)c1ccc(Cl)c(Cl)c1 | . | 0.3 | 1 | -1.9 | 4 | 5 | 2 | -5 | -0.9

Other records:
SMILES | Mtb UGM inh | BoNT-A LC inh2 | CCHFV vOTU inh | Mtb BioA inh | GDH-TPI inh | Mtb FBA inh | BoNT F protease | PrPC TRFRET | FadD28 FP inh
COc1cccc(NC(=O)COC(=O)c2c(-c3ccccc3)noc2C)c1 | 2.4 | -2.3 | -18 | -0.1 | 12 | 5 | -19 | -3 | 1.2
O=C(CCC1CCN(Cc2nccs2)CC1)Nc1ccccc1 | . | -0.3 | 2 | . | 1 | -3 | -2 | 3 | -3.2
CCCCCc1ccc(OCCCC[n+]2cccc(C)c2)c(CCCCC)c1 | 1.7 | 0.0 | 16 | . | -5 | -2 | 0 | 9 | -7.3
Nc1nnc(SCC(=O)NC2CCCCC2)n1-c1ccccc1 | 2.3 | -1.1 | 14 | -1.0 | -14 | 3 | -4 | -5 | -3.2
NCCC1CN(C(=O)OCc2ccccc2)c2ccccc21 (stereo not drawn) | . | -0.5 | -15 | . | -4 | -4 | -8 | -1 | -5.5
O=c1c2ccccc2nc(/C=C/c2cc(Br)ccc2O)n1CCO | 1.5 | 0.2 | 16 | -0.1 | -3 | 0 | -5 | -7 | -11
COc1ccc(NC(=S)NCc2cccnc2)cc1 | -1.2 | 0.0 | 0 | . | 6 | -3 | -4 | 0 | -1.8
CC(C)Oc1ccc(C2CC(=O)NC2=O)cc1 (stereo not drawn) | -0.3 | -9.1 | 2 | -0.7 | 6 | -2 | ? | 7 | 0.5

The listing continues:
SMILES | Mtb UGM inh | BoNT-A LC inh2 | CCHFV vOTU inh | Mtb BioA inh | GDH-TPI inh | Mtb FBA inh | BoNT F protease | PrPC TRFRET | FadD28 FP inh
COc1ccc(-c2noc(CCCC(=O)NC3CCCCC3)n2)cc1 | -2.3 | 0.2 | 1 | -1.4 | -8 | -2 | 0 | 15 | -3.6
O=C(Nc1ccccc1)Nc1cccc(-c2nnco2)c1 | -1.5 | 0.2 | -3 | -1.3 | 3 | -1 | -6 | 10 | -1.2
CCOC(=O)CSc1ncc(OC)c(Sc2ccc(Cl)cc2)n1 | 3.0 | ? | 23 | 0.5 | -1 | -2 | 0 | 4 | 1.0
O=C(O)COc1ccccc1/C=N/NC(=O)CSc1nnc(SCc2ccccc2)s1 | 0.3 | 1.3 | 26 | 0.2 | 25 | 3 | -3 | 3 | -0.5
C/C(Cl)=C\Cn1c(O)c(N=NC(N)=S)c2ccccc21 | 0.7 | 0.2 | 7 | . | 12 | -6 | 0 | 3 | -0.4
OC(c1ccc(F)cc1)c1nc(-c2ccccc2)cs1 (stereo not drawn) | . | -0.3 | 15 | -0.5 | 3 | 2 | -7 | 1 | 0.7
O=C1COC(c2ccccc2O)=NN1CCCl | . | -0.6 | -1 | -0.9 | 6 | 0 | 4 | -2 | -1.4
CCOCCCN(C)C1CCN(S(=O)(=O)c2csc(C(N)=O)c2)CC1 | -1.6 | -0.7 | 16 | . | 3 | 0 | 8 | 3 | 0.7

Additional entries:
SMILES | Mtb UGM inh | BoNT-A LC inh2 | CCHFV vOTU inh | Mtb BioA inh | GDH-TPI inh | Mtb FBA inh | BoNT F protease | PrPC TRFRET | FadD28 FP inh
COc1ccc(C2CC3(CC(C)(C)NC(=S)N3)Oc3cc(O)cc(C)c32)cc1OC (stereo not drawn) | 2.5 | 0.6 | 0 | . | -4 | 1 | 0 | -5 | -0.3
CC1=CC(C)(C)N2C(=O)C3(C(C#N)=C(N)Oc4cc(O)ccc43)c3cccc1c32 (stereo not drawn) | -0.3 | 0.6 | 15 | 5.3 | 9 | -2 | 4 | -10 | -3.8
CCOC(=O)/C(C#N)=C/c1cc(C)n(-c2ccccc2)c1C | 1.7 | -0.9 | 6 | . | 22 | -6 | -2 | -2 | -2.4
CCCC(c1nnnn1Cc1ccc(OC)cc1)N1CCN(C(=O)c2ccco2)CC1 (stereo not drawn) | -1.8 | -0.5 | 9 | 3.1 | 0 | -1 | -2 | -9 | 0.5
Cc1scc(C(=O)NCc2ccco2)c1-c1ccccc1 | -0.3 | 4.8 | -7 | 0.4 | 2 | 4 | 4 | 0 | 0.9
COc1ccccc1-c1cc(C(=O)N/N=C/c2ccc(C)s2)c2ccccc2n1 | -3.1 | 0.0 | 13 | -5.7 | 37* | -1 | 3 | -10 | -1.5
CCCCC(C(=O)NCCC(C)C)N(CCCN1CCOCC1)C(=O)c1snc(C(N)=O)c1N (stereo not drawn) | 1.3 | 0.1 | -13 | -11 | 0 | 6 | 0 | -3 | -2.5
NC(=O)CNC(=O)c1cccc(Cl)c1 | 0.9 | 1.3 | 2 | -2.7 | -9 | 0 | ? | -1 | -3.0

Other results follow.
SMILES | Mtb UGM inh | BoNT-A LC inh2 | CCHFV vOTU inh | Mtb BioA inh | GDH-TPI inh | Mtb FBA inh | BoNT F protease | PrPC TRFRET | FadD28 FP inh
Cc1ccc(C(=O)CCC(=O)N(C)CC(=O)Nc2c(Cl)cccc2Cl)cc1 | -1.6 | -0.9 | -4 | -0.9 | 1 | 1 | -4 | 1 | -0.9
O=C1CC2(CCCCC2)Oc2ccc(Cl)cc21 | -0.3 | 0.7 | 5 | -0.5 | 9 | 8 | 3 | 9 | -1.0
CCc1ccc2c(F)cccc2n1 | . | 0.0 | -4 | -0.5 | . | -2 | -7 | -2 | -2.4
CCCN=C1NC(=O)C(CC(=O)NCCc2ccccc2)S1 (stereo not drawn) | -1.3 | -1.6 | 10 | . | -1 | 0 | -8 | 3 | -1.5
CC(C)C(=O)NC(=S)Nc1ccc(S(=O)(=O)N(C)C)cc1 | -0.7 | -0.6 | 3 | . | 6 | 5 | 1 | -2 | -0.7
COc1cccc(N2CCN(C(=O)CN(C)S(=O)(=O)c3ccc4c(c3)c(=O)n(C)c(=O)n4C)CC2)c1 | 1.0 | 0.9 | -6 | . | 0 | 1 | -5 | 3 | -1.0
Oc1ccc(N=Nc2ccc3c(c2)OCCO3)c2cccnc12 | -0.3 | -2.8 | 0 | . | 8 | -15 | -31 | -7 | 0.8
CC(C)C[C@H]1CN(CCCC[C@@H]2CNC(=O)C(=O)N2CC2CCCCC2)C(=O)C(=O)N1Cc1ccccc1 | . | -0.3 | 3 | . | . | . | -7 | 0 | .

Carrying on.
SMILES | Mtb UGM inh | BoNT-A LC inh2 | CCHFV vOTU inh | Mtb BioA inh | GDH-TPI inh | Mtb FBA inh | BoNT F protease | PrPC TRFRET | FadD28 FP inh
CC(C)c1ccc(S(=O)(=O)N2CCN(C(=O)[C@@H]3CCCN3C(=O)c3cccs3)CC2)cc1 | . | 1.6 | -10 | . | -3 | 1 | 2 | 1 | 0.1
O=C(O)c1ccc(/C=N/NC(=O)C(O)(c2ccccc2)c2ccccc2)cc1 | -0.5 | 2.6 | 0 | -1.8 | 0 | -1 | 2 | -5 | 0.5
CC(C)c1nnc(NC(=O)C2CCN(S(=O)(=O)c3ccc(-n4cnnn4)cc3)CC2)s1 | 1.3 | -0.3 | 1 | 0.3 | -3 | 3 | 0 | 2 | -0.6
CN(C1=C(NC(=O)c2ccc(Cl)cc2)C(=O)c2ccccc2C1=O)c1ccccc1 | -2.8 | -0.5 | 45* | . | 12 | -1 | -28 | -12 | 2.0
CCn1cc(C(=O)NC(=S)Nc2ccccc2[N+](=O)[O-])cn1 | 0.7 | 0.4 | -3 | 0.1 | 10 | 2 | 3 | -11 | -0.1
COC(=O)c1cc(C(=O)c2c(C)cc3ccccn23)cc([N+](=O)[O-])c1 | 0.9 | 0.2 | -1 | 2.3 | -5 | -2 | 4 | -2 | -3.5
Cc1nn(C)c(Cl)c1CN1CCC(n2nccc2NC(=O)C2CCCC2)CC1 | -2.1 | 1.0 | -2 | -0.6 | 4 | 5 | -7 | -1 | 1.2
Cc1ccc(-n2c(=O)c3ccc(C(=O)NCc4ccco4)cc3n(Cc3ccccc3C#N)c2=O)cc1 | 0.1 | -0.8 | 3 | . | 0 | -1 | -4 | -1 | -3.1

New compounds follow.
SMILES | Mtb UGM inh | BoNT-A LC inh2 | CCHFV vOTU inh | Mtb BioA inh | GDH-TPI inh | Mtb FBA inh | BoNT F protease | PrPC TRFRET | FadD28 FP inh
O=C(CCc1ccccc1)NNC(=S)Nc1ccc(F)cc1 | -2.5 | 0.5 | -3 | 14 | -2 | 1 | 3 | 3 | 1.3
Cc1cc(NC(=O)CSCC(=O)OC(C)C(=O)N(C)Cc2ccccc2)no1 (stereo not drawn) | -1.2 | 0.6 | 0 | -0.5 | 5 | 0 | -13 | 4 | -2.3
Cc1ccc(-c2nn(-c3ccccc3)cc2C(=O)NCC(c2cccs2)N2CCOCC2)cc1 (stereo not drawn) | -0.2 | -3.8 | 3 | . | -9 | 0 | -9 | -6 | -1.0
CC1C/C(=N\NC(=O)c2ccc([N+](=O)[O-])cc2)CC(C)(C)C1 (stereo not drawn) | 6.4 | 0.0 | 21 | 0.1 | 11 | -3 | -3 | -23 | -1.1
Cc1ccc(Sc2cc(C(=O)c3ccccc3C(=O)O)ccc2[N+](=O)[O-])cc1 | 0.8 | -3.5 | 19 | 5.8 | 22 | 7 | -24 | -1 | -4.4
O=C(CCN1C(=O)c2ccccc2C1=O)C1=NN[C@@H]2C(=O)N(c3ccc4c(c3)OCO4)C(=O)[C@H]12 | -0.7 | -0.1 | 1 | -1.5 | 4 | 0 | -4 | 4 | -0.2
CC1(C(=O)NCc2cccnc2)CCN1C(=O)c1cccc(F)c1 (stereo not drawn) | . | -0.3 | 12 | 0.2 | -2 | -4 | -7 | 3 | -3.7
COc1ccc(Cl)cc1C(=O)NC(=S)Nc1nc(C)cc(C)n1 | 1.7 | -5.0 | -11 | 0.4 | -1 | 1 | ? | 3 | -3.3

Next section.
SMILES | Mtb UGM inh | BoNT-A LC inh2 | CCHFV vOTU inh | Mtb BioA inh | GDH-TPI inh | Mtb FBA inh | BoNT F protease | PrPC TRFRET | FadD28 FP inh
C=CCn1c(SCC(=O)N(C)c2c(N)n(Cc3ccccc3)c(=O)[nH]c2=O)nnc1-c1ccccc1OC | 2.8 | 0.9 | -11 | -1.5 | 9 | 3 | -5 | -3 | 1.0
Cc1ccc(NC(=O)c2ncn(CCCNCc3ccc4c(c3)OCO4)n2)cc1C | . | 0.0 | -10 | 0.5 | 8 | 0 | -9 | -13 | -1.0
Cc1ccc(-n2c(SCC(=O)NNC(=S)Nc3ccccc3)nc3ccccc3c2=O)cc1 | -0.2 | -0.7 | 21 | -2.4 | 8 | 1 | 7 | 4 | -6.3
COc1ccc(/C=N/Nc2nc(Nc3ccccc3)nc(N3CCCC3)n2)cc1[N+](=O)[O-] | 0.7 | -1.3 | 4 | -2.5 | 12 | -2 | -4 | -2 | -0.5
CCSc1ccccc1C(=O)NCc1cccnc1 | 0.9 | 1.2 | -14 | -1.6 | -1 | -4 | -2 | -3 | 0.7
Cc1cc(=O)oc2cc(OC(C)C(=O)N3CCOCC3)ccc12 (stereo not drawn) | 0.7 | -0.8 | -1 | -1.7 | 9 | 19 | -2 | -8 | -2.2
